# Kir21 inh: inhibitors of mouse Kir2.1 inward-rectifier potassium channel; P35561; HEK293-Kir2.1, FluxOR thallium flux fluorescence; active compounds read low; B-score at 10 µM; actives 0.85% (n = 310,000); AID 1672;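 active = fluorescence ratio B-score at or below minus 3 SD of library scores, with starting-brightness B-score within 2 SD, cut at about -4.2 in these data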;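 also: channel flux triggered by added potassium and thallium sulfate stimulus; B-score of peak minus minimum fluorescence over baseline after thallium stimulus; more negative B-score means stronger Kir2.1 block with less thallium influx; some compounds called inactive have numbers as strong as hits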
# Target sequence (P35561 whole entry, looked up): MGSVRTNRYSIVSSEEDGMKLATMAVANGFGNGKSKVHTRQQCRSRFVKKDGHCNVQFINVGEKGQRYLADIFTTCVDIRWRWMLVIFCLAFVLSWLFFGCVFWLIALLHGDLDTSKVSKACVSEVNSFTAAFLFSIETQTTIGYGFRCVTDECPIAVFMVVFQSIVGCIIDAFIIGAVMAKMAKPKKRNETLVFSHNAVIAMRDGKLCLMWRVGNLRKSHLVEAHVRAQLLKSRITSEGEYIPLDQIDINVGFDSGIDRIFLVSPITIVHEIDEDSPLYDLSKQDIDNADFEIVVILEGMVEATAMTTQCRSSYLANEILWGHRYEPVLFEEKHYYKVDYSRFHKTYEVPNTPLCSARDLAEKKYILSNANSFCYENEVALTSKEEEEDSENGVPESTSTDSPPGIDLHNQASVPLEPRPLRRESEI
# STK33 inh: human STK33 kinase inhibition. Q9BYT3. purified STK33, MBP phosphorylation, ADP-Glo luminescence. inhibition, % at 10 µM. actives 0.073% (n = 320,000). AID 2661;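 active = inhibition at or above 25%, using the most active replicate where run in duplicate; inactive = inhibition below 25%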
# Target sequence (Q9BYT3 whole entry, looked up): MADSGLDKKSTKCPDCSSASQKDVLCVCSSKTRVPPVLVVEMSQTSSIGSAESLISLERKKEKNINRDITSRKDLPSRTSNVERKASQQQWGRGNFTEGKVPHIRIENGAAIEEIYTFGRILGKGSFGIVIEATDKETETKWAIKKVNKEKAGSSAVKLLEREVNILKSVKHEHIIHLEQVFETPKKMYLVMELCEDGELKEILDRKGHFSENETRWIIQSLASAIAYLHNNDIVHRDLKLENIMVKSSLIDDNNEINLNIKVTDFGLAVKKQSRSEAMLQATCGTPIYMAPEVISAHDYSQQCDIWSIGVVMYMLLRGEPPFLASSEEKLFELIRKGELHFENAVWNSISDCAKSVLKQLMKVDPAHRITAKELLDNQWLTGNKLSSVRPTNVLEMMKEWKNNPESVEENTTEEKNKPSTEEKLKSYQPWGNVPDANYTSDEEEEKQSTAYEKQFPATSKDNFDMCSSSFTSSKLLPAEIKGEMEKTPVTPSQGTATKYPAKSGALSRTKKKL
# The depositor's hits bear a star; x = not tested or not shown.
SMILES,Kir21 inh,STK33 inh
CCCCNC(=O)CCN1N=C(c2ccccc2)CCC1=O,-0.06,-2.8
O=C(COC(=O)C1CCCCC1)Nc1ccccc1OC(F)F,0.96,0.4
O=C(NNC(=O)c1cccs1)c1csc(N2CCOCC2)n1,0.34,-1.5
CCCC(=O)Nc1cccc(C(=O)Nc2nccs2)c1,0.7,-1.3
Cn1c(SCC(=O)Nc2ccccc2)nc2ccccc2c1=O,0.64,-0.4
CCCCn1c(CN2CCN(c3ccccc3)CC2)nc2c1c(=O)n(C)c(=O)n2C,-0.23,0.0
O=C1CSC(c2cccc(F)c2)N1c1c(F)cccc1F (stereo not given),-2.6,-4.4
CCCn1c(SCC(=O)NC2CCCc3ccccc32)n[nH]c1=O (stereo not given),-1.9,-1.9
CC[C@]1(c2ccccc2C)ON(c2ccccc2C(F)(F)F)C1=O,x,-0.3
COc1ccc(NS(=O)(=O)c2ccc(O)c(C(=O)OCC(=O)Nc3ccc4c(c3)OCCO4)c2)cc1,-0.09,-0.7
O=c1cc(N2CCOCC2)[nH]c(=O)n1C1CCCCC1,0.73,-0.1
Cc1nc(-c2ccc(S(=O)(=O)N3CCN(C(c4ccccc4)c4ccccc4)CC3)s2)cs1,-0.32,1.1
CCOC(=O)C1(CCOc2ccccc2)CCN(CC(O)CO)CC1 (stereo not given),-0.08,-0.2
CC(=O)c1c(C)[nH]c(C(=O)OCC(=O)N2CCN(S(=O)(=O)c3ccc(C)cc3C)CC2)c1C,0.02,0.7
CC(C(=O)N(C)Cc1ccccc1)N1CCN(C/C=C/c2ccccc2)CC1 (stereo not given),-2.2,-1.5
N#Cc1ccc(NC(=O)Cn2c3[n+](c4ccc(C(F)(F)F)cc42)CCCCC3)cc1,-0.59,-0.6
Clc1ccc(-n2cccc2CN2CCc3c([nH]c4ccccc34)C2c2ccccn2)nc1 (stereo not given),-0.48,0.6
Cc1ccc(CN2C(=O)N/C(=C/c3ccc4c(c3)n(C)c(=O)n4C)C2=O)cc1,0.28,0.6
O=c1[nH]c(NNC(=S)NC2CCCCC2)nc2c1C1(CCCC1)Cc1ccccc1-2,-0.92,-0.1
O=c1c2ccccc2nc(-c2ccco2)n1/N=C/c1ccco1,0.05,0.9
c1ccc(Cc2nn3c(COc4ccccc4)nnc3s2)cc1,0.48,-2.0
O=C1CCCC(O)=C1N=Nc1ccc2ncsc2c1,0.59,0.9
CCc1nc(SCC(=O)NNC(=O)c2ccc(OC)cc2)c2ccccc2n1,1.2,0.7
Cc1cnc(C(=O)OCC(=O)Nc2ccc(Cl)cc2Cl)cn1,0,1.1
CCOC(=O)c1ccc(NC(=O)CN2C(=O)CN(C(C)=O)C2=S)cc1,-0.71,-0.6
# Following part:
SMILES,Kir21 inh,STK33 inh
COc1ccc(OC)c(NC(=O)CSc2nc3nc(C)cc(C)n3n2)c1,x,-1.8
CCOC(=O)c1cc(NC(=O)c2c(C)noc2C)cc(C(=O)OCC)c1,1.4,-0.1
COc1ccc(N2C(=O)CC(N(Cc3ccc(S(N)(=O)=O)cc3)C(C)=O)C2=O)cc1 (stereo not given),1.4,-1.9
O=C(CNC(=O)c1ccc(Cl)cc1Cl)OCCOc1ccccc1,0.9,-1.0
Cc1ccc2c(Cl)c(C(=O)Nc3cccnc3)sc2c1,0.31,-0.2
Cc1ccccc1OCc1nnc(SCC(=O)Nc2ccc3c(c2)OCO3)n1C,2,0.8
CCCCCCSc1ccc([C@@H]2[C@@H]3C(=O)N(C)C(=O)[C@@H]3[C@]3(C(=O)OC)CCCCN23)cc1OC,0.7,-0.3
O=C(NCCN1CCCC1)C1(S(=O)(=O)c2ccc(Cl)cc2)CC1,-1.2,-0.8
COc1cccc(CNC(=O)c2c(C)nn(-c3ccccc3)c2C)c1,-2.2,0.3
CCOc1ccc2nc(N(CCN(CC)CC)C(=O)/C=C/c3cccs3)sc2c1,-0.03,-1.7
O=C(O)C1C2C=CC(CC2)C1C(=O)O (stereo not given),1.5,-2.0
COc1ccc(C(=O)Nc2ccccc2C(=O)NC(Cc2ccc(O)cc2)C(=O)NNC(=O)c2ccncc2)cc1 (stereo not given),0.01,-0.2
COC(=O)CC(NC(=O)Nc1ccccc1F)c1ccc2c(c1)OCO2 (stereo not given),1,0.6
Cc1ccc(Cn2ccc(-c3cnc(-c4ccccc4)s3)n2)cc1,-0.36,-0.7
CC1CCN(CC(O)COCCC23CC4CC(CC(C4)C2)C3)CC1 (stereo not given),-1.6,0.0
Cn1ccsc1=NC(=O)c1ccc(=O)[nH]c1,0.11,-0.5
CCOC(=O)N1CCC(NC(=O)CS(=O)Cc2nc(-c3ccc(C)cc3)oc2C)CC1 (stereo not given),0.59,-2.6
C=CCNC(=O)c1ccc2c(=O)n(CCCN3CCCC3=O)c(=S)[nH]c2c1,0.51,-0.3
CCOc1ccccc1NC(=O)Cn1c(=O)c(OCC)nc2cnccc21,0.69,-0.8
O=[N+]([O-])c1ccc(OCC(O)CN(C2CCCCC2)C2CCCCC2)cc1 (stereo not given),-2.6,-0.9
CC1Cc2ccccc2N1Cc1cccc([N+](=O)[O-])c1 (stereo not given),0.16,-1.8
Nc1ccc2nc(SCC(=O)Nc3ccc(N4CCOCC4)c(Cl)c3)sc2c1,-0.04,-0.5
Cc1cc(C(=O)CSc2nnc(-c3ccncc3)n2-c2ccccc2)c(C)n1C,-0.95,0.4
Cc1ccc(-c2nc3ccccc3c(=O)n2CCCn2ccnc2)cc1,-1.8,-0.3
Cn1c(Cn2nnc3ccccc32)nnc1SCC(=O)N1CCc2ccccc21,-3.1,1.5

# Among those listed so far, 6 contain a Cl atom:
SMILES,Kir21 inh,STK33 inh
Clc1ccc(-n2cccc2CN2CCc3c([nH]c4ccccc34)C2c2ccccn2)nc1 (stereo not given),-0.48,0.6
Cc1cnc(C(=O)OCC(=O)Nc2ccc(Cl)cc2Cl)cn1,0,1.1
O=C(CNC(=O)c1ccc(Cl)cc1Cl)OCCOc1ccccc1,0.9,-1.0
Cc1ccc2c(Cl)c(C(=O)Nc3cccnc3)sc2c1,0.31,-0.2
O=C(NCCN1CCCC1)C1(S(=O)(=O)c2ccc(Cl)cc2)CC1,-1.2,-0.8
Nc1ccc2nc(SCC(=O)Nc3ccc(N4CCOCC4)c(Cl)c3)sc2c1,-0.04,-0.5

# (more compounds)
SMILES,Kir21 inh,STK33 inh
CNC(=S)N(C)[C@H]1c2c(ccc3ccccc23)OC[C@H]1CO,-0.61,3.1
COC(=O)/C=C1/N/C(=N\c2nc(C)cc(C)n2)N(c2cccc(C)c2)C1=O,0.05,-1.8
C=CCn1c(Sc2nc(C)cs2)nc2c1c(=O)[nH]c(=O)n2C,0.31,-1.9
Cc1ccc(NS(=O)(=O)c2ccc(OCC(=O)NCC3CCCO3)cc2)cc1 (stereo not given),-0.92,0.2
CS(=O)(=O)c1nc(-c2ccc(Br)cc2)cc(-c2ccccc2)c1C#N,-1.7,-0.5
COc1ccc2c(c1)c(=O)oc1c(C)c(OC(C)C(=O)NCC3CCC(C(=O)O)CC3)ccc12 (stereo not given),1.7,5.9
CC(/C=C/c1ccc2c(c1)OCO2)=N/NC(=O)C1COc2ccccc2O1 (stereo not given),0.05,0.4
CC(C)OCCCNc1ccc(N2C(=O)CCCC2=O)cc1[N+](=O)[O-],-0.07,-2.7
COC(=O)/C=c1/s/c(=C(/C#N)C(=O)N2CCOCC2)n(-c2ccccc2)c1=O,-0.01,-0.8
COc1ccccc1-n1c(SCC(=O)N2CCCC2)nc2cccnc21,-0.34,0.2
Cc1onc(-c2ccccc2Cl)c1C(=O)N1CCN(C(=O)c2ccco2)CC1,-1.8,-1.7
O=C(NCC(=O)N1CCN(S(=O)(=O)c2ccccc2F)CC1)c1ccc2ccccc2c1,0.31,-0.6
CCOC(=O)C1=C(N)Oc2cc(O)ccc2C1c1ccccc1 (stereo not given),2.6,-1.1
CCOC(CCNC(=O)c1cn(C)c(=O)c2c1c1ccccc1n2C)OCC,-1.2,0.4
N#CC1=C(N)Oc2cc(O)ccc2C1c1ccc(Br)s1 (stereo not given),1.4,0.7
Cc1ccc(C(=O)OC(C)C(=O)NC2CCCCC2C)s1 (stereo not given),x,-0.1
COc1ccc(OC)c(S(=O)(=O)NC(C)c2ccc(-n3ccnc3)cc2)c1 (stereo not given),x,-0.3
COc1ccc(-c2cc3ccc(OC)cc3cn2)cc1,x,-0.7
CCOC(=O)c1nnn(-c2nonc2N)c1CSc1ccccn1,0.42,-0.5
COc1cc([N+](=O)[O-])ccc1-c1ccc(/C=N/NC(N)=O)o1,0.95,4.5
Cc1ccc(C(c2sc3nc(C)nn3c2O)N2CCN(c3ccccc3F)CC2)cc1 (stereo not given),-0.75,-0.5
O=C(Nc1ccccc1)OC(CN1CCCCC1)C(F)(F)F (stereo not given),0.08,-1.9
COCCN1CCC(CNCc2cn[nH]c2-c2ccc(C)c(C)c2)C1 (stereo not given),-0.43,1.3
CC(C)(C)NC(=O)c1ccccc1NC(=O)C1CCCO1 (stereo not given),-0.36,0.9
O=C1c2ccccc2C(=O)N1Cc1nc2ccccc2c(=O)n1CCCn1ccnc1,-3.4,x
# Following part.
SMILES,Kir21 inh,STK33 inh
Cc1ccc(C(=O)NCCNc2nc3cc(C)c(C)cc3cc2C)cc1,0.62,-1.3
CC(Sc1nn(-c2ccccc2)c(=S)s1)C(=O)NCC1CCCO1 (stereo not given),x,-2.3
CCCC(=O)Nc1cccc(Oc2nc(C)cc(C)c2C#N)c1,0.08,1.5
CCOC(=O)CC1(NC(=O)c2cc(COc3ccc(F)c(F)c3)on2)CCCCC1,-0.77,-0.4
Cc1cc(=O)oc2cc(NC(=O)C(C)N3C(=O)C4CCCCC4C3=O)ccc12 (stereo not given),x,-0.5
COc1ccccc1N1CCN(S(=O)(=O)CCNC(=O)c2ccc(Br)o2)CC1,2.4,-0.4
COc1ccc(NS(=O)(=O)c2cc(NC(=O)c3cc(F)c(F)cc3Cl)ccc2N2CCOCC2)cc1,x,-0.9
COc1cc(/C=C2\OC(=O)c3c(OC)cccc32)ccc1O,0.43,8.8
O=C(/C=C/c1ccc([N+](=O)[O-])cc1)NCc1ccccn1,0.51,0.7
Cn1cc(/C=N\NC(=O)c2cccs2)c2ccccc21,-1.5,-0.3
CC(C)C[C@@]12C(=O)N(c3cccc(Cl)c3)C(=O)N1[C@H](c1ccc(Cl)cc1)[C@@H]1C(=O)N(C3CCCCC3)C(=O)[C@@H]12,0.06,-0.6
COc1ccc(Nc2nc(OC)nc(N3CCOCC3)n2)cc1,-1.3,-0.1
O=[N+]([O-])c1cc(S(=O)(=O)N2CCOCC2)ccc1N1CCCC1,-0.17,-1.3
CC1(C)NC(=O)N(CC(O)CNC23CC4CC(CC(C4)C2)C3)C1=O (stereo not given),-1.6,-4.0
COc1ccc(OC)c(C2C(C(C)=O)=C(O)C(=O)N2Cc2cccnc2)c1 (stereo not given),2.1,-0.9
CCCn1nnnc1NCc1ccc(N(CC)CC)cc1,-0.57,-0.4
COC(=O)CC1C(=O)NCCN1C(=O)c1cc(OC)c(OC)cc1OC (stereo not given),0.05,-1.6
COc1ccc(OCC(=O)NNC(=S)NC(=O)c2ccc(Br)o2)cc1,-0.98,0.1
COc1ccc2cc(C(=O)Nc3ccc(Cl)cc3)sc(=O)c2c1OC,1.1,-0.4
CCOc1ccc2nc(SCC(=O)NC3CCS(=O)(=O)C3)[nH]c2c1 (stereo not given),-0.66,-1.1
CC(C)Cn1c(/C=C/c2ccco2)nc2ccccc21,-2.3,-1.3
CNC(=S)N1CCC(n2cnc3ccccc32)CC1,0.15,0.6
Cc1cc(C)n(-c2nc3ccccc3c(=O)n2OCC(=O)Nc2c(C)cccc2C)n1,-2.3,-0.1
CCOC(=O)c1sc(NC(=O)c2cc(-c3ccc(C)cc3)nc3ccccc23)c(C#N)c1C,-1.2,0.0
Cc1cccnc1NC(=O)CNC(=O)COc1ccccc1,0.13,-0.6
# Additional results follow:
SMILES,Kir21 inh,STK33 inh
O=C1OC(c2ccccc2)=C/C1=C/N1CCCCC1,-0.23,-1.0
O=C(COC(=O)/C=C/c1cccc(Cl)c1)NCCc1ccccc1,1,0.7
CCC(=O)Nc1ccc(NC(=O)CSc2nnnn2Cc2ccccc2)cc1C,0.03,x
CC(=O)Nc1ccc(S(=O)(=O)NNC(=O)COc2cccc3ccccc23)cc1,-0.2,-1.0
COCCn1c(=NC(=O)c2nc3ccccc3s2)sc2cc(S(C)(=O)=O)ccc21,1.7,5.3
COc1ccc(C(CC(=O)NCc2ccccc2)Sc2n[nH]c(-c3ccccc3)n2)cc1 (stereo not given),0.12,0.6
FC(F)(F)c1cc(-c2ccco2)nc(NCCc2ccccc2)n1,-0.09,0.1
Cc1ccc(CCNC(=O)C2CCN(S(=O)(=O)N3CCCC3)CC2)cc1,-0.04,-1.3
CC(Sc1nc(-c2ccc(F)cc2)cs1)C(=O)Nc1ccc(Cl)cn1 (stereo not given),-0.03,0.0
COc1ccc(CN(C)C(=O)c2ccc(COc3ccccc3)cc2)c(OC)c1,-0.11,-1.1
COc1ccc(-c2nc(C#N)c(N3CCN(C(=O)c4ccco4)CC3)o2)cc1OC,0.72,0.2
Cc1cccc(NC(=O)CCNS(=O)(=O)c2cccc3nonc23)c1,-0.3,-1.4

# Profiles from above. Screens in order: Kir21 inh	STK33 inh
# COc1ccc(C(CC(=O)NCc2ccccc2)Sc2n[nH]c(-c3ccccc3)n2)cc1 (stereo not given) across the screens: 0.12	0.6
# Cc1cccc(NC(=O)CCNS(=O)(=O)c2cccc3nonc23)c1 across the screens: -0.3	-1.4
# CC(Sc1nc(-c2ccc(F)cc2)cs1)C(=O)Nc1ccc(Cl)cn1 (stereo not given) across the screens: -0.03	0.0
# COc1ccc(CN(C)C(=O)c2ccc(COc3ccccc3)cc2)c(OC)c1 across the screens: -0.11	-1.1
# Cc1ccc(CCNC(=O)C2CCN(S(=O)(=O)N3CCCC3)CC2)cc1 across the screens: -0.04	-1.3

# This is a random part of the collection; any-hit rate near 0.84%.
